MsrA act: bovine methionine sulfoxide reductase A activation; actives 0.3% (n = 360,000); purified bovine MsrA, absorbance read-out; AID 602163; activation, % at 10.6 µM; in the data active means activation above about 7.5%;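 further: 0% = vehicle and 100% = reference activator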
Rin1 Abl inh: blocks binding of human Rin1 to Abl; TR-FRET Rin1/Abl binding, biochemical; inhibition, % at 7.35 µM; P00519+Q13671; AID 588664; actives 0.4% (n = 360,000); in the data active means inhibition above about 5%, passing the limit was not always enough
MT1-MMP act inh: blocks activation of human MT1-MMP | P50281 | HT1080 RFP-PRO-GFP cells, GFP/RFP ratio fluorescence, overnight; percent of plate control window, DMSO zero | GFP/RFP ratio change, % at 20 µM | actives 0.061% (n = 360,000);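 active means GFP/RFP ratio change of at least 30% with cell ATP level not reduced by more than half and red fluorescence within 50% of control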; further: strong numbers were not always called active
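Assay system – RFP-PRO-GFP reporter HT1080 cells · Compound dosing – single dose of 20 µM compound, 1% DMSO final · Incubation – overnight compound exposure at 37 °C · Measure – GFP/RFP fluorescence ratio · Benchmarks – DMSO wells and RFP-L50D-GFP cells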
E coli Lon inh: inhibits E. coli Lon protease; P0A9M0; purified E. coli Lon protease, fluorescence polarization; AID 602123; actives 0.42% (n = 360,000); inhibition, % at 7.94 µM; in the data active means inhibition above about 13%, passing the limit was not always enough;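 further: 0% = enzyme with probe and DMSO and 100% = no enzyme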
MsrA inhibitor: inhibitors of bovine MsrA; purified bovine MsrA, absorbance read-out; inhibition, % at 15.5 µM; actives 0.75% (n = 360,000); in the data active means inhibition above about 4.5%;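 further: 0% = vehicle wells with enzyme and 100% = reference inhibitor wells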
Neddylation inh: inhibitors of human cullin neddylation. P61081+Q13564. TR-FRET cullin neddylation, biochemical. calls only at 25 µM. actives 0.58% (n = 360,000); in the data active means inhibition above about 36%
CendR NRP1 mod: NRP-1/CendR interaction modulation. O14786. inhibition, % at 25 µM. actives 0.85% (n = 360,000). FAM-RPARPAR peptide binding to NRP-1, fluorescence polarization;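 active means inhibition or corrected inhibition above about 18%, plus a signal ratio from 0.5 to 1.5, limit read from the data, passing the limit was not always enough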; further: strong numbers were not always called active
SKN-1 block: inhibitors of C. elegans SKN-1. inhibition, % at 21.8 µM. actives 0.49% (n = 360,000). C. elegans VP596 Pgst-4::GFP/RFP ratio, acrylamide-induced, 24 h;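 active means interference check ratio from 0.5 to 1.5 plus GFP to RFP signal ratio inhibition reaching or exceeding a fixed threshold, cut at about 30% in these data, passing the limit was not always enough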; further: some compounds called inactive have numbers as strong as hits
FAS-TE inh: FAS thioesterase (human) inhibition; AID 602261; actives 0.67% (n = 360,000); recombinant FAS-TE, OMFH fluorogenic substrate, fluorescence endpoint; inhibition, % at 15 µM; P49327;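 active means compounds whose normalised, plate-corrected inhibition of enzyme fluorescence in the single-dose primary screen is 50% or more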;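 further: 0% = DMSO with enzyme and 100% = substrate without enzyme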
* = called active by the depositor.

`COc1cc(C(=O)Nc2nnc(SCC(=O)NCC3CCCO3)s2)cc(OC)c1OC` (configuration not stated) gave MsrA act -4, Rin1 Abl inh 0, MT1-MMP act inh 8, E coli Lon inh 6, MsrA inhibitor 2.9, Neddylation inh inactive, CendR NRP1 mod 10, SKN-1 block 0 and FAS-TE inh -4.
Screening CN1C(=O)SC(Nc2ccccc2C(=O)O)C1=O (configuration not stated) returned MsrA act -2, Rin1 Abl inh 1, MT1-MMP act inh -7, E coli Lon inh 3, MsrA inhibitor 0.2, Neddylation inh inactive, CendR NRP1 mod 5, SKN-1 block -1 and FAS-TE inh -6.
For OCC1(Cc2ccccc2C(F)(F)F)CCN(Cc2ccncc2)CC1 the results were MsrA act -8, Rin1 Abl inh 2, MT1-MMP act inh 5, E coli Lon inh -7, MsrA inhibitor 1.7, Neddylation inh inactive, CendR NRP1 mod -7, SKN-1 block 2 and FAS-TE inh -6.
Screening COc1cc(CN2CCNC(=O)C2CC(=O)NC2CCCC2)cc(OC)c1 (configuration not stated) returned MsrA act -4, Rin1 Abl inh -1, MT1-MMP act inh -1, E coli Lon inh 5, MsrA inhibitor -0.1, Neddylation inh inactive, CendR NRP1 mod 2, SKN-1 block 22 and FAS-TE inh -2.
Screening O=C(CCSc1ccc(Cl)cc1)NC1CCCCC1 returned MsrA act -6, Rin1 Abl inh 2, MT1-MMP act inh 3, E coli Lon inh -3, MsrA inhibitor -0.8, Neddylation inh inactive, CendR NRP1 mod -5, SKN-1 block 6 and FAS-TE inh -3.
For COC1CCC2(C)C(=CCC3C4CC(O)CC4(C)CCC32)C1 (configuration not stated) the results were MsrA act -1, Rin1 Abl inh -1, MT1-MMP act inh 4, E coli Lon inh 6, MsrA inhibitor -0.6, Neddylation inh inactive, CendR NRP1 mod 6, SKN-1 block 13 and FAS-TE inh 7.
`C/C(CC(=O)Nc1ccc(N(C)C)cc1)=N\NC(=O)C(=O)NCc1ccccc1` gave MsrA act 1, Rin1 Abl inh 0, MT1-MMP act inh 3, E coli Lon inh 3, MsrA inhibitor 1.9, Neddylation inh inactive, CendR NRP1 mod -10, SKN-1 block -2 and FAS-TE inh 2.
`O=C1CCCC/C1=C\Nc1ccc(S(=O)(=O)Nc2cnc3ccccc3n2)cc1` gave MsrA act -2, Rin1 Abl inh -1, MT1-MMP act inh -10, E coli Lon inh 3, MsrA inhibitor 3.5, Neddylation inh inactive, CendR NRP1 mod -27, SKN-1 block 19 and FAS-TE inh -4.
C[C@H]1CN([C@@H](C)CO)C(=O)c2cc(Br)cnc2O[C@@H]1CN(C)C(=O)Nc1ccc(C(F)(F)F)cc1 was read as MsrA act -6, Rin1 Abl inh 1, MT1-MMP act inh 4, E coli Lon inh -9, MsrA inhibitor 1.3, Neddylation inh inactive, CendR NRP1 mod -15, SKN-1 block -8 and FAS-TE inh 1.
COCCN(C(=O)COC(=O)CCC1CCCC1)c1c(N)n(Cc2ccccc2)c(=O)[nH]c1=O was read as MsrA act -8, Rin1 Abl inh 4, MT1-MMP act inh -2, E coli Lon inh 3, MsrA inhibitor -1.2, Neddylation inh inactive, CendR NRP1 mod 0, SKN-1 block -11 and FAS-TE inh 1.
For COc1ccc(CSc2nnc(C)n2N)cc1 the results were MsrA act -5, Rin1 Abl inh 1, MT1-MMP act inh -3, E coli Lon inh -6, MsrA inhibitor 0.6, Neddylation inh inactive, CendR NRP1 mod 0, SKN-1 block -7 and FAS-TE inh -3.
For CCOC(=O)N1CCN(S(=O)(=O)N2CCCC(C(=O)NCCc3ccc(OCC)c(OCC)c3)C2)CC1 (configuration not stated) the results were MsrA act -2, Rin1 Abl inh 1, MT1-MMP act inh -3, E coli Lon inh 5, MsrA inhibitor 0.9, Neddylation inh inactive, CendR NRP1 mod 4, SKN-1 block -6 and FAS-TE inh -7.
Screening c1ccc(CSc2ncnc3c2cnn3Cc2ccccc2)cc1 returned MsrA act -2, Rin1 Abl inh -5, MT1-MMP act inh -2, E coli Lon inh -11, MsrA inhibitor -0.3, Neddylation inh inactive, CendR NRP1 mod -3, SKN-1 block 17 and FAS-TE inh -8.
Screening CCOC(=O)C1CCN(C(=O)C(=O)c2cn(CC(=O)N3CCCCCC3)c3ccccc23)CC1 returned MsrA act -9, Rin1 Abl inh 0, MT1-MMP act inh -9, E coli Lon inh 14, MsrA inhibitor 0.8, Neddylation inh inactive, CendR NRP1 mod -4, SKN-1 block 15 and FAS-TE inh -9.
`CC(=O)N1CCN(Cc2nc3scc(-c4ccccc4)c3c(=O)[nH]2)CC1` gave MsrA act -4, Rin1 Abl inh 1, MT1-MMP act inh 2, E coli Lon inh -3, MsrA inhibitor -1.3, Neddylation inh inactive, CendR NRP1 mod -7, SKN-1 block -2 and FAS-TE inh -4.
For COc1ccc(/C=C2\SC(=O)N(CCC(=O)N3CCCCC3CCO)C2=O)cc1 (configuration not stated) the results were MsrA act -5, Rin1 Abl inh -5, MT1-MMP act inh -2, E coli Lon inh -5, MsrA inhibitor 4.1, Neddylation inh inactive, CendR NRP1 mod -1, SKN-1 block 7 and FAS-TE inh -3.
`Cc1ccc(/C=C/S(=O)(=O)N2CCC(C(=O)O)CC2)cc1` gave MsrA act -11, Rin1 Abl inh 7, MT1-MMP act inh -1, E coli Lon inh -4, MsrA inhibitor 0.5, Neddylation inh inactive, CendR NRP1 mod -13, SKN-1 block -16 and FAS-TE inh -9.
Screening COC(=O)[C@]12CCCCC=C1N(Cc1ccco1)C(=O)[C@H](CC(=O)NCCCCc1ccccc1)C2 returned MsrA act 2, MT1-MMP act inh -1, E coli Lon inh -2, MsrA inhibitor -1.2, Neddylation inh inactive, CendR NRP1 mod 12, SKN-1 block -6 and FAS-TE inh 6.
CC(C)n1c(O)c(N=Nc2ccc(Cl)nn2)c2ccccc21 was read as MsrA act -2, Rin1 Abl inh -1, MT1-MMP act inh -50, E coli Lon inh -3, MsrA inhibitor 0.3, Neddylation inh inactive, CendR NRP1 mod -94, SKN-1 block 10 and FAS-TE inh -1.
COc1ccc(NC(C)=O)cc1NC(C)C(=O)Nc1cccc(S(=O)(=O)N2CCOCC2)c1 (configuration not stated) was read as MsrA act 1, Rin1 Abl inh 0, MT1-MMP act inh 1, E coli Lon inh 1, MsrA inhibitor -1.0, Neddylation inh inactive, CendR NRP1 mod -5, SKN-1 block -1 and FAS-TE inh -5.
For O=C(NCC1CCCO1)C1CCCN1C(=O)Nc1ccccc1[N+](=O)[O-] (configuration not stated) the results were MsrA act -2, Rin1 Abl inh -1, MT1-MMP act inh -2, E coli Lon inh 7, MsrA inhibitor -0.2, Neddylation inh inactive, CendR NRP1 mod -9, SKN-1 block 25 and FAS-TE inh -2.
CSc1cccc(N=C2C(=O)Nc3ccccc32)c1 was read as MsrA act -2, Rin1 Abl inh -5, MT1-MMP act inh 1, E coli Lon inh -3, MsrA inhibitor -1.0, Neddylation inh inactive, CendR NRP1 mod 10, SKN-1 block 6 and FAS-TE inh -2.
COc1cc(C=NNC(=O)c2ccc(NS(=O)(=O)c3cccs3)cc2)cc(Br)c1O was read as MsrA act -5, Rin1 Abl inh 3, MT1-MMP act inh 0, E coli Lon inh -13, MsrA inhibitor 5.6*, Neddylation inh active, CendR NRP1 mod -6, SKN-1 block -3 and FAS-TE inh -4.
For COc1cccc(CNC(=O)c2nnn(CC(=O)Nc3ccc4c(c3)OCO4)c2N)c1 the results were MsrA act 2, Rin1 Abl inh 0, MT1-MMP act inh 0, E coli Lon inh -4, MsrA inhibitor 1.4, Neddylation inh inactive, CendR NRP1 mod -3, SKN-1 block 0 and FAS-TE inh -2.
For Cc1csc(NC(=O)C2CCCN(S(=O)(=O)c3ccc(Br)s3)C2)n1 (configuration not stated) the results were MsrA act -2, Rin1 Abl inh -2, MT1-MMP act inh -2, E coli Lon inh 13, MsrA inhibitor -0.4, Neddylation inh inactive, CendR NRP1 mod -18, SKN-1 block -10 and FAS-TE inh 12.
`Cc1cc([N+](=O)[O-])ccc1NC(=O)C(C)NC1CCCCC1` (configuration not stated) gave MsrA act -2, Rin1 Abl inh -1, MT1-MMP act inh 0, E coli Lon inh -16, MsrA inhibitor 0.1, Neddylation inh inactive, CendR NRP1 mod -3, SKN-1 block 4 and FAS-TE inh 8.
Screening Cc1cc(NC(=O)CSCC(=O)OCC(=O)c2ccc(Br)cc2)no1 returned MsrA act -1, Rin1 Abl inh -2, MT1-MMP act inh 1, E coli Lon inh -2, MsrA inhibitor 0.7, Neddylation inh inactive, CendR NRP1 mod -12, SKN-1 block -6 and FAS-TE inh 0.
Screening COc1ccc(-c2cc(-c3ccccc3)nc(SC(C)C(=O)O)c2C#N)cc1 (configuration not stated) returned MsrA act -2, Rin1 Abl inh -5, MT1-MMP act inh -1, E coli Lon inh 1, MsrA inhibitor 1.6, Neddylation inh inactive, CendR NRP1 mod -21, SKN-1 block 6 and FAS-TE inh 2.
`O=C1OC2C(O)COC23OC(O)CCC13O` (configuration not stated) gave MsrA act -1, Rin1 Abl inh 1, MT1-MMP act inh 2, E coli Lon inh 4, MsrA inhibitor 1.5, Neddylation inh inactive, CendR NRP1 mod 8, SKN-1 block 14 and FAS-TE inh -3.
Screening Cc1cc(OCC(=O)Nc2ccccc2N2CCCCC2)ccc1C(C)C returned MsrA act -6, Rin1 Abl inh -1, MT1-MMP act inh -9, E coli Lon inh 3, MsrA inhibitor 0.3, Neddylation inh inactive, CendR NRP1 mod -14, SKN-1 block -4 and FAS-TE inh 23.
CC(C)OC(=O)c1ccc(NC(=O)c2cccc(-n3cnnn3)c2)cc1 was read as MsrA act -2, Rin1 Abl inh -2, MT1-MMP act inh -2, E coli Lon inh -2, MsrA inhibitor 1.1, Neddylation inh inactive, CendR NRP1 mod -7, SKN-1 block 8 and FAS-TE inh 24.

Six entries from above, arranged by molecular weight, ascending:
`O=C1OC2C(O)COC23OC(O)CCC13O` (configuration not stated) gave MsrA act -1, Rin1 Abl inh 1, MT1-MMP act inh 2, E coli Lon inh 4, MsrA inhibitor 1.5, Neddylation inh inactive, CendR NRP1 mod 8, SKN-1 block 14 and FAS-TE inh -3.
CSc1cccc(N=C2C(=O)Nc3ccccc32)c1 was read as MsrA act -2, Rin1 Abl inh -5, MT1-MMP act inh 1, E coli Lon inh -3, MsrA inhibitor -1.0, Neddylation inh inactive, CendR NRP1 mod 10, SKN-1 block 6 and FAS-TE inh -2.
CC(C)OC(=O)c1ccc(NC(=O)c2cccc(-n3cnnn3)c2)cc1 was read as MsrA act -2, Rin1 Abl inh -2, MT1-MMP act inh -2, E coli Lon inh -2, MsrA inhibitor 1.1, Neddylation inh inactive, CendR NRP1 mod -7, SKN-1 block 8 and FAS-TE inh 24.
For O=C(NCC1CCCO1)C1CCCN1C(=O)Nc1ccccc1[N+](=O)[O-] (configuration not stated) the results were MsrA act -2, Rin1 Abl inh -1, MT1-MMP act inh -2, E coli Lon inh 7, MsrA inhibitor -0.2, Neddylation inh inactive, CendR NRP1 mod -9, SKN-1 block 25 and FAS-TE inh -2.
For COc1cccc(CNC(=O)c2nnn(CC(=O)Nc3ccc4c(c3)OCO4)c2N)c1 the results were MsrA act 2, Rin1 Abl inh 0, MT1-MMP act inh 0, E coli Lon inh -4, MsrA inhibitor 1.4, Neddylation inh inactive, CendR NRP1 mod -3, SKN-1 block 0 and FAS-TE inh -2.
COc1cc(C=NNC(=O)c2ccc(NS(=O)(=O)c3cccs3)cc2)cc(Br)c1O was read as MsrA act -5, Rin1 Abl inh 3, MT1-MMP act inh 0, E coli Lon inh -13, MsrA inhibitor 5.6*, Neddylation inh active, CendR NRP1 mod -6, SKN-1 block -3 and FAS-TE inh -4.

Source: PubChem BioAssay
